# Screens (PubChem BioAssay)
# Gal4-VP16 FLuc = VP16 counterscreen qHTS for inhibitors of ROR gamma transcriptional activity; Drosophila S2 Gal4-VP16 UAS-luciferase, luminescence, 20 h; Potency, µM (doses to about 53.6 µM), inactives show at the top dose activity, negative = inhibition, actives largely listed as inhibitors; 3.5% of 310,000 active;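 further: Gal4-VP16 expression switched on by copper sulfate through the metallothionein promoter; potency means the concentration at half of the fitted maximal effect; on the % scale 0 is the no-effect control and ±100 the full control effect; nearly all actives have a fitted effect of over 50% in size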
# ELG1 DNA repair = qHTS screen for small molecules that inhibit ELG1-dependent DNA repair in human embryonic kidney (HEK293T) cells expressing luciferase-tagged ELG1; HEK293T ELG1-luciferase reporter, luminescence, 16 h; DNA damage induced by 5-fluorouridine; Potency, µM (series often up to 46.1 µM), without a hit: at the top dose activity change, negative = inhibition, hits mostly inhibitors; 2.3% of 330,000 active; AID 504467, 2011; further: potency means the concentration at half of the fitted maximal effect; on the % scale 0 is the no-effect control and ±100 the full control effect; nearly all actives have a fitted effect of over 55% in size
#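 Reporter activity after DNA damage by 5-fluorouridine is monitored. Compound-treated cells incubate 16 hr at 37 °C, then ONE-Glo is added for 30 min before luminescence reading.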
# Mito fusion yeast = qHTS Assay for Small Molecule Inhibitors of Mitochondrial Division or Activators of Mitochondrial Fusion | S. cerevisiae fusion-defective mutant growth rescue, CellTiterGlo 48 h | Potency, µM (doses to about 46.1 µM), without a hit: at the highest dose growth rescue (activation), most hits filed as activators | 0.23% of 320,000 active;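 further: potency means the concentration at half of the fitted maximal effect; % of control where 0% means no effect; nearly all actives have a fitted effect of over 45% in size; temperature-sensitive fusion mutants such as fzo1-1 at 37 °C on non-fermentable ethanol glycerol medium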
#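 Growth-rescue viability read-out: after 48 h at the non-permissive 37C in glycerol/ethanol YPEG, yeast mitochondrial fusion mutants are measured by CellTiterGlo luminescence; compounds (23 nl pinned per well) restoring growth score as division inhibitors or fusion activators.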
# MBNL1-CUG inh = qHTS Assay for Inhibitors of MBNL1-poly(CUG) RNA binding. Potency, µM (doses to about 57.5 µM), inactives show top-dose activity change, negative = inhibition, most hits filed as inhibitors. Muscleblind-like protein 1 (Homo sapiens), Q9NR56. TR-FRET MBNL1-His/biotin-(CUG)12 binding, 665/545 ratio. AID 2675, 2010. 0.036% of 280,000 active; active means well fitted inhibition curve with a large enough effect in the signal ratio, with a control signal flat, not every such curve was filed as active; inconclusive means small, poorly fitted or top-dose-only effect, or effect the other way, or a change in a side signal; inactive means no such curve, though single readings can be large or run the other way; the % refers to the signal ratio; further: potency means the concentration at half of the fitted maximal effect; on the % scale 0 is the no-effect control and ±100 the full control effect
#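 TR-FRET readout: Ex 340 nm, 665/545 nm emission ratio, normalized to buffer-only (basal) and MBNL1-(CUG)12 controls. Complex of MBNL1-His with Biotin-(CUG)12, compounds 92 nM–58 uM, incubated 60 min at room temperature.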
# Menin MLL FP TR = qHTS Assay for Inhibitors Targeting the Menin-MLL Interaction in MLL Related Leukemias: Competition With Texas Red Labeled MLL-derived Mutant Peptide | Menin + Texas Red MLL mutant peptide, fluorescence polarization | O00255 | 0.23% of 270,000 active | Potency, µM (doses to about 61.6 µM), inactives show at the highest dose FP activity change, negative = inhibition, actives largely listed as inhibitors; active means well fitted inhibition curve with a large enough effect in the polarisation, with a control signal flat, not every such curve was filed as active; inconclusive means small, poorly fitted or top-dose-only effect, or effect the other way, or a change in a side signal; inactive means no such curve, though single readings can be large or run the other way; the % refers to the polarisation; further: potency means the concentration at half of the fitted maximal effect; % of control where 0% means no effect; many of its hits are not listed in these tables
# PKM2 activator = qHTS Assay for Activators of Human Muscle isoform 2 Pyruvate Kinase. purified PKM2, Kinase-Glo ATP luminescence, activation; response scale: 0% is enzyme alone, no compound. Pyruvate kinase PKM (Homo sapiens), P14618. 0.34% of 260,000 active. Potency, µM (series often up to 57.5 µM), for the others: at the highest dose activation, most hits filed as activators. AID 1631, 2009; further: potency means the concentration at half of the fitted maximal effect; on the % scale 0 is the no-effect control and ±100 the full control effect; nearly all actives have a fitted effect of over 55% in size
# Target sequence (P14618 whole entry, looked up, canonical isoform): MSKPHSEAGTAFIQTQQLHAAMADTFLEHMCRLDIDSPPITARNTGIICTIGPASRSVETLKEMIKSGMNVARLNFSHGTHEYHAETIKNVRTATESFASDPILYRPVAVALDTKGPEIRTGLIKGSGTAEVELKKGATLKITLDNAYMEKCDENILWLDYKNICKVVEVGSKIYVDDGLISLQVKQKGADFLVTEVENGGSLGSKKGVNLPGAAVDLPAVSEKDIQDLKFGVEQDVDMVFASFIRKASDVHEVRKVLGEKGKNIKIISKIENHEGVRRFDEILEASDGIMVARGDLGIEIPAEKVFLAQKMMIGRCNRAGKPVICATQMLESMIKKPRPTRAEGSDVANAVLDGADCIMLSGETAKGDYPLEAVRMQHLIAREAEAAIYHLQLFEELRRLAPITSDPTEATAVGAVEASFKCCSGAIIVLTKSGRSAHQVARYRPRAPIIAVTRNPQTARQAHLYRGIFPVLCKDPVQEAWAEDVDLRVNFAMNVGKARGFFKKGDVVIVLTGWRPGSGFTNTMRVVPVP
#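 Purified hPK-M2 (>95% pure) converted ADP (0.1 mM final) to ATP with 0.5 mM PEP in 50 mM imidazole pH7.2, KCl, MgCl2, Tween 20, BSA; 1 h at room temperature. ATP detected by Kinase-Glo luminescence.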
# NPC1 promoter act = qHTS Assay for NPC1 Promoter Activators. Huh7 NPC1 promoter luciferase reporter, 24 h. Potency, µM (top dose mostly 9.22 µM), for the others: top-dose activation, most hits filed as activators. AID 485313, 2010. 2.4% of 320,000 active;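 further: potency means the concentration at half of the fitted maximal effect; % of control where 0% means no effect; nearly all actives have a fitted effect of over 60% in size; reporter is driven by a mutant NPC1 promoter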
#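 NPC1 promoter–luciferase Huh7 cells; 24 h compound; luminescence.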
# KCNH2 3.1 block = qHTS for Inhibitors of KCHN2 3.1: Mutant qHTS; Potassium voltage-gated channel subfamily H member 2, brain isoform KCNH2 3.1 (human); U2OS KCNH2 3.1, thallium flux FluxOr; hits give low values; activity change, % (tested at about 1.8 µM); 0.95% of 340,000 active; AID 720553, 2013;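 active means maximum activity change below -70%; inconclusive means maximum activity change from -70% to -50%; inactive means maximum activity change above -50%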;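 further: thallium influx rate constant from kinetic fluorescence after stimulation buffer; on the % scale 0 is the no-effect control and ±100 the full control effect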
#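 Virally transduced U2OS (3.1 isoform, 4 h infection in dark at RT) → overnight 37 C → FluxOr + Red40 in HBSS/HEPES, 45 min → stimulation buffer, 2 min kinetic read → rate constant vs DMSO controls.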
# FLuc modulator = qHTS profiling assay for firefly luciferase inhibitor/activator using purifed enzyme and Km concentrations of substrates (counterscreen for miR-21 project); Luciferin 4-monooxygenase (Photinus pyralis), P08659; 6.9% of 360,000 active; AID 588342, 2011; Potency, µM (series often up to 57.5 µM), inactives show top-dose activity change, negative = inhibition, actives largely listed as inhibitors; purified FLuc, Km substrates, luminescence inhibition;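 further: potency means the concentration at half of the fitted maximal effect; plate controls were vehicle for no effect and reference inhibitor for full effect; nearly all actives have a fitted effect of over 55% in size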
#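 Purified P. pyralis luciferase, 10 nM final, with Km-level 10 uM D-luciferin and 10 uM ATP in 50 mM Tris acetate pH 7.5, 10 mM Mg acetate, 0.01% Tween-20, 0.05% BSA; 6-point qHTS titration about 60 µM downward; luminescence read.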
# Rab9 prom act = qHTS Assay for Rab9 Promoter Activators; AID 485297, 2010; 2.8% of 320,000 active; Huh7 Rab9 promoter-luciferase reporter, luminescence, 24 h; Potency, µM (series often up to 9.22 µM), without a hit: top-dose activation, negative = inhibition, actives largely listed as activators; further: potency means the concentration at half of the fitted maximal effect; % of control where 0% means no effect; nearly all actives have a fitted effect of over 60% in size
#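 Huh7 reporter line, Rab9 promoter upstream of luciferase. Compound exposure 24 h at 37 °C in reduced-serum medium with 10% FBS. Read-out: luminescence.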
# RORg inh = qHTS for inhibitors of ROR gamma transcriptional activity. Nuclear receptor ROR-gamma (Mus musculus), P51450. Drosophila S2 Gal4-RORgamma UAS-luciferase reporter, 20 h. Potency, µM (doses to about 53.6 µM), without a hit: top-dose activity change, negative = inhibition, hits mostly inhibitors. 5.4% of 310,000 active. AID 2551, 2010; further: potency means the concentration at half of the fitted maximal effect; on the % scale 0 is the no-effect control and ±100 the full control effect; nearly all actives have a fitted effect of over 60% in size
# Target sequence (P51450 whole entry, looked up, the tested form may be a part): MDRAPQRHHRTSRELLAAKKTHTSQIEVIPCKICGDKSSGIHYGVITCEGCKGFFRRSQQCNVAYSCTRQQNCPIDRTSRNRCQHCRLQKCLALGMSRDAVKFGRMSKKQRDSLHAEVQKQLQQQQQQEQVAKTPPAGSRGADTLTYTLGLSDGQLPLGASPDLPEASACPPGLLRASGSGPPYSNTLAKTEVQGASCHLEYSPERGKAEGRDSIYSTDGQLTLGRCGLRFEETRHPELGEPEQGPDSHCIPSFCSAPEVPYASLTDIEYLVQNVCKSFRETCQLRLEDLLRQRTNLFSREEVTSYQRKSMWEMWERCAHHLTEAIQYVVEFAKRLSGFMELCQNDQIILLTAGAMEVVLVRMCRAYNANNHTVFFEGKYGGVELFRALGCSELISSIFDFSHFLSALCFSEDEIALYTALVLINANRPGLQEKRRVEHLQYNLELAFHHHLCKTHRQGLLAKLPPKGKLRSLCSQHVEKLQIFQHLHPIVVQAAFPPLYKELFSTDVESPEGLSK
#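 Read-out: Photinus luciferase luminescence; inhibitors lower reporter signal. Insect Schneider cells with Gal4-ROR gamma fusion under metallothionein promoter, UAS reporter; 700 uM final copper sulfate induction, 20 hr, ambient temperature.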
# An asterisk follows results filed as active; ? = inconclusive; / = not tested or not shown; [ ] = remark or other dose. Unless noted, the call rests on the fitted dose curve; in most records, active means well fitted curve in the direction sought with a large enough effect; inconclusive means small, poorly fitted or top-dose-only effect, or another doubt; inactive means no such curve, though single readings can be large; an effect the other way counts as inactive or inconclusive. This is a subset, so the mix of outcomes need not match the whole.
SMILES,Gal4-VP16 FLuc,ELG1 DNA repair,Mito fusion yeast,MBNL1-CUG inh,Menin MLL FP TR,PKM2 activator,NPC1 promoter act,KCNH2 3.1 block,FLuc modulator,Rab9 prom act,RORg inh
C[C@H]1O[C@H](O[C@H]2[C@H](O)[C@@H](O)[C@@H](O[C@H]3[C@H](O)[C@@H](O)C(O)O[C@@H]3CO)O[C@@H]2CO)[C@H](O)[C@@H](O)[C@@H]1N[C@H]1C=C(CO)[C@@H](O)[C@H](O)[C@H]1O (some centres undefined),-3%,/,-4%,-3%,16%,-3%,-4%,/,-1%,1%,1%
CCCCCOc1ccc(CN2CCOCC2)cc1Cl,-25%,?,?,-1%,?,-1%,3.2µM*,-22,6.7µM*,3.5µM*,9%
COc1cccc(-c2cc(C(=O)Nc3c(C)n(C)n(-c4ccccc4)c3=O)no2)c1,1%,-3%,-1%,-6%,/,0%,-2%,-2,-14%,2%,-6%
Cn1c(SCC(=O)Nc2ccc3c(c2)OCCO3)nnc1-c1cccnc1,/,12%,-16%,/,/,/,7%,-7,-12%,1%,/
CCOC(=O)C1=C(C)Nc2ccccc2N=C1NC(=O)C(CC)c1ccccc1 (centres undefined),5%,-7%,9%,/,10%,-2%,-2%,5,0%,-1%,7%
CCOC(=O)N1CCN(C(=O)CC(=O)Nc2ccc3nc4n(c(=O)c3c2)CCCCC4)CC1,-9%,3%,-8%,-6%,-1%,-7%,4%,2,-20%,2%,4%
O=C(CCN1C(=O)c2ccccc2C1=O)OCn1nnc2ccccc2c1=O,2%,2%,-1%,6%,0%,-11%,6%,-8,1%,7%,-10%
CC(C)(C)OC(=O)N1CCC(c2c(C(=O)O)cnn2-c2ccccc2Cl)CC1,1%,-4%,0%,-5%,17%,0%,6%,8,2%,-2%,39%
Cc1ccoc1C(=O)Nc1cccc2ccccc12,?,?,4%,8%,1%,-4%,4%,-11,?,23%,0%
O=C(CCC(=O)N(CC(=O)NC1CCCC1)Cc1ccccc1)Nc1nccs1,-5%,-3%,-6%,0%,-12%,3%,3%,21,0%,-1%,14%
COc1ccc(OCC(=O)NNC(=S)NC(=O)C2CCCCC2)cc1,-11%,4%,-3%,6%,/,-2%,-1%,/,5%,-2%,14µM*
N#C/C(=N\Nc1ccc(Cl)cc1)C(=O)c1ccsc1,?,2.3µM*,23%,/,/,-3%,12%,-2,?,-3%,?
CCOc1ccc(CNC(=S)NCc2ccc(OCC)cc2)cc1,?,12%,-14%,-1%,14%,22%,-1%,7,0%,-2%,10µM*
Cc1ccc(N/C(SCc2ccccc2C)=C(/C#N)C(=O)NCc2ccco2)cc1C,-3%,-10%,-8%,-8%,11%,-13%,-1%,4,0%,0%,-29%
Cn1cc2ccc([N+](=O)[O-])cc2n1,-5%,0%,-2%,?,/,-4%,-4%,-29,1%,-3%,13%
O=C(CN(C(=O)C1CSC(=O)C1)c1ccc(F)cc1)NCc1ccc2c(c1)OCO2 (centres undefined),4%,-1%,7%,-9%,-2%,2%,0%,0,1%,-2%,14%
CCc1cc(C(=O)c2ccc(OC)cc2)c(N)s1,3%,13%,3%,8%,/,-6%,-6%,-2,-2%,-1%,33%
COc1ccc(C2NC(c3ccc(OC)cc3)C(c3ccccc3)C(=O)C2c2ccccc2)cc1 (centres undefined),7%,7%,-1%,/,-9%,-9%,-1%,10,1%,2%,-8%
CCc1nc(NC(=O)c2sc(C)nc2C)sc1C(=O)OC,-16%,-1%,16%,4%,6%,/,12%,20,?,13%,-14%
O=c1c(C(c2ccccc2)c2c(O)sc3ccccc3c2=O)c(O)sc2ccccc12,-8%,-17%,19%,7%,?,4%,1%,-8,12µM*,-3%,6%
Cc1ccc(N(CC(=O)Nc2c(C)n(C)n(-c3ccccc3)c2=O)S(C)(=O)=O)cc1C,-6%,7%,-7%,-10%,-3%,-1%,-12%,-12,3%,0%,36%
O=C(Oc1ccccc1C(=O)Oc1ccccc1)c1cccnc1,-10%,5%,4%,-10%,11%,2%,-3%,4,-1%,-11%,-12%
COc1ccc(-c2nnc(NC(=O)c3cc(C)on3)s2)cc1,-1%[0.365 µM],?,24%,-3%,13%,-13%,9%,-4,12µM*,-1%,?
NS(=O)(=O)c1ccc(CNC(=O)Cc2ccccc2F)cc1,12%,2%,-3%,/,-4%,-7%,-28%,0,2%,1%,38%
O=C1CC(c2ccc(Cl)cc2)CC(=O)C1CS(=O)(=O)c1ccccc1 (centres undefined),6%,?,-5%,-17%,-21%,-10%,2%,6,-13%,0%,12%
# Following part.
SMILES,Gal4-VP16 FLuc,ELG1 DNA repair,Mito fusion yeast,MBNL1-CUG inh,Menin MLL FP TR,PKM2 activator,NPC1 promoter act,KCNH2 3.1 block,FLuc modulator,Rab9 prom act,RORg inh
COCC(=O)Nc1cc(=O)n(C)c(=O)n1C,-1%,7%,2%,-10%,0%,-14%,0%,10,-1%,-6%,5%
O=C(CN1CCN(c2ccccc2O)CC1)Nc1ccc2c(c1)OCCCO2,/,-13%,4%,/,/,/,0%,-5,0%,16%,/
COC(=O)c1ccc(/C=C2/SC(=S)N(CCC(=O)NCCCN3CCOCC3)C2=O)cc1,6%,-12%,-1%,?,/,/,-3%,13,?,-4%,8%
Cc1cc(NC(=O)CSCC(=O)Nc2nc3c(C)cccc3s2)no1,/,0%,-3%,/,/,/,-1%,2,-9%,-1%,/
Cc1ccc(S(=O)(=O)CCc2nnc(NC(=O)c3cccs3)s2)cc1,?,1%,1%,?,4%,2%,-8%,-10,-3%,-3%,-10%
O=S(=O)(NCCSc1ccccn1)c1ccc(Br)cc1,11µM*,?,0%,?,31%[activator],?,3%,-4,-8%,2%,8.9µM*
CCOc1nc(NC(=O)NS(=O)(=O)c2ccccc2F)nc(-c2ccccc2)n1,6%,?,-2%,1%,1%,-2%,19%,-9,?,0%,-3%
CCN(CC(=O)Nc1c(F)cccc1F)C(=O)/C=C/c1ccc(C)o1,/,6%,-2%,/,/,/,-1%,-9,3%,-2%,/
Cc1ccc(C(=O)NCc2ccco2)cc1S(=O)(=O)N1CCCCC1,13%,-14%,-1%,-10%,-17%,5%,0%,5,1%,7%,41%
COc1cccc(NC(=O)N2CCCC2)c1,-17%,17%,22%,-17%,3%,-5%,1%,2,1%,1%,8%
CNS(=O)(=O)c1c(C)cc(C)c(N(C)S(=O)(=O)c2ccccc2)c1C,6%,-15%,3%,0%,1%,-3%,-6%,8,-2%,-7%,-19%
COc1ccc(CNC(=O)C2(CC(=O)NC(C)(C)C)CCCC2)cc1,-3%,14%,5%,-6%,-7%,/,-4%,-14,-1%,3%,-4%
N#Cc1ccccc1NC(=O)C1SC(=Nc2ccccc2)C(C(=O)Nc2ccc(Cl)cc2)=C1N (centres undefined),-7%,?,-25%,2%,?,-4%,-20%,-5,7%,-33%[inhibitor],-1%
CCN(CC)c1ccc2oc(=O)c(C)nc2c1,/,-14%,-10%,?,?,3%,1%,-12,?,-3%,30%[0.365 µM]
CCOCC(=O)Nc1cccc(OC)c1,6%,?,-6%,13%,13%,-7%,5%,15,-5%,19%,?
CCO[C@H]1OC(C(=O)N2CCN(C)CC2)=C[C@@H](c2csc3ccccc23)[C@@H]1CCCO,2%,/,1%,-4%,-17%,-2%,-4%,/,-1%,3%,-1%
Cc1ccc(S(=O)(=O)NN=C2CCN(Cc3ccccc3)CC2)cc1,-4%,12%,-5%,-11%,-1%,2%,0%,22,2%,3%,11%
CCOC(=O)CN1C(=O)S/C(=C\c2ccc(-c3ccc(C(=O)O)c(Cl)c3)o2)C1=O,9%,-8%,4%,?,?,1%[11.5 µM],-4%,6,-9%,9%,-24%
O=C(NCCc1ccco1)C(=O)NCCC1CCCCN1S(=O)(=O)c1ccccc1 (centres undefined),/,-2%,-1%,/,/,/,-2%,-3,1%,-2%,/
CCOC(=O)c1c(NC(=O)CSc2nnc(C)o2)sc(C)c1C,-9%,?,11%,0%,/,4%,-11%,11,-3%,9%,10%
CCc1ccc(Nc2n[n+](C)c(-c3ccc(C(=O)O)cc3)s2)cc1,0%,13%,-1%,2%,/,2%,1%,/,?,0%,29%
NC(=O)CNC1CC(=O)N(CCc2ccccc2)C1=O (centres undefined),8%,11%,-2%,3%,1%,-6%,-3%,4,1%,4%,6%
